Bioassay records (PubChem)
pPAFAH FP inh: pPAFAH (human) enzyme inhibition | recombinant pPAFAH, FP-rhodamine probe fluorescence polarization | inhibition, % at 3.39 µM | hit rate 1.5% among 330,000 | AID 463082;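 active = inhibition above the mean inhibition across the screen plus 3 SD, cut at about 25% in these data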;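 also: inhibitors block binding of the rhodamine activity-based probe so polarization drops; 0% = enzyme with DMSO and 100% = wells lacking pPAFAH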
Target sequence (Q13093 whole entry, looked up): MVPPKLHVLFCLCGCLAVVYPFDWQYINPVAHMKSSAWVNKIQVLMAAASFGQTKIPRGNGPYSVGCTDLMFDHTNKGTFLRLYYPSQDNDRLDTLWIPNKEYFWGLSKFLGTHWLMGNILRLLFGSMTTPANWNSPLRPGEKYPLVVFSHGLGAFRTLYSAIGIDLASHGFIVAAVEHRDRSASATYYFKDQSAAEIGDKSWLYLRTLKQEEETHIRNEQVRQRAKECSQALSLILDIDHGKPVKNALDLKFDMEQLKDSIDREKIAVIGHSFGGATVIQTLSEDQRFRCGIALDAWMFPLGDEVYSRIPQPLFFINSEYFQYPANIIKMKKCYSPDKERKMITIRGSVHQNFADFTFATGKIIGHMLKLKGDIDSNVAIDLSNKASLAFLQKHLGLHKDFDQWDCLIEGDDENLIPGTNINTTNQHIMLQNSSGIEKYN
PAD4 inh: inhibitors of human PAD4. Q9UM07. recombinant PAD4, RCA probe fluorescence polarization. inhibition, % at 6.36 µM. hit rate 0.41% among 330,000. AID 485272;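 active = percent inhibition above a cutoff equal to the mean of all tested compounds plus 3 SD, cut at about 15% in these data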;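 also: 0% = PAD4 with RCA probe and DMSO and 100% = probe without PAD4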
PME-1 inh: PME-1 (human) inhibition | Q9Y570 | hit rate 0.53% among 320,000 | inhibition, % at 5.9 µM | recombinant PME-1, FP-Rh probe fluorescence polarization;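 active = inhibition above the campaign mean of all compounds plus 3 SD, cut at about 26% in these data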;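 also: competitive labeling of PME-1 active site by serine hydrolase directed probe; 0% = PME-1 with DMSO and 100% = wells lacking PME-1 enzyme; inhibitors block probe labeling so polarization falls and inhibition rises; many of its hits are not listed in these tables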
PREPL inhibitor: inhibits the human prolyl oligopeptidase-like enzyme; recombinant PREPL, fluorescence polarization activity-based probe; inhibition, % at 5.96 µM; hit rate 0.68% among 320,000; in the data active = inhibition above about 43%;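 also: 0% = enzyme with DMSO and 100% = wells lacking enzyme; many of its hits are not listed in these tables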
PAFAH1B3 inh: inhibitors of human PAFAH1B3. recombinant PAFAH1B3, FP-rhodamine probe, fluorescence polarization. inhibition, % at 3.39 µM. hit rate 0.28% among 340,000;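 active = inhibition above the screen-wide average of all tested compounds plus 3 SD, cut at about 25% in these data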;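 also: 0% = enzyme with DMSO only and 100% = wells lacking PAFAH1B3 protein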
GSTO1 inh: blocks human GSTO1 in RBBP9 counter-screen; P78417; recombinant GSTO1, activity-based probe fluorescence polarization; inhibition, % at 5.96 µM; hit rate 1.1% among 300,000; AID 1974;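 active = inhibition above the campaign mean inhibition plus 3 SD, cut at about 35% in these data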;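 also: 0% = GSTO1-1 with DMSO and 100% = wells lacking GSTO1-1 enzyme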
PAFAH1B2 inh: inhibitors of human PAFAH1B2. recombinant PAFAH1B2, FP-rhodamine activity probe, fluorescence polarization. inhibition, % at 3.39 µM. P68402. hit rate 1.2% among 340,000;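 active = inhibition above the mean of all tested compounds plus 3 SD, cut at about 24% in these data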;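 also: 0% = enzyme with DMSO and 100% = wells lacking PAFAH1B2; many of its hits are not listed in these tables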
Target sequence (P68402 whole entry, looked up): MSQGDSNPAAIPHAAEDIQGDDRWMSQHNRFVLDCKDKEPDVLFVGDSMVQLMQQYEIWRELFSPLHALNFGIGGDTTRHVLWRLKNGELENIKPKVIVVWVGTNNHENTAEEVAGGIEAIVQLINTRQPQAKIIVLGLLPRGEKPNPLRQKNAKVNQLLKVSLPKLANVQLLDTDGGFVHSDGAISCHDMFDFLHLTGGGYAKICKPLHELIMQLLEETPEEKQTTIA
LYPLA2 inh: LYPLA2 (human) inhibition in PME1 counter-screen. O95372. hit rate 0.38% among 320,000. recombinant LYPLA2, FP-Rh probe fluorescence polarization. inhibition, % at 5.9 µM;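 active = inhibition above the screen-wide mean plus 3 SD, limit set per campaign, cut at about 26% in these data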;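 also: 0% = LYPLA2 with DMSO and 100% = wells lacking LYPLA2 enzyme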
Target sequence (O95372 whole entry, looked up): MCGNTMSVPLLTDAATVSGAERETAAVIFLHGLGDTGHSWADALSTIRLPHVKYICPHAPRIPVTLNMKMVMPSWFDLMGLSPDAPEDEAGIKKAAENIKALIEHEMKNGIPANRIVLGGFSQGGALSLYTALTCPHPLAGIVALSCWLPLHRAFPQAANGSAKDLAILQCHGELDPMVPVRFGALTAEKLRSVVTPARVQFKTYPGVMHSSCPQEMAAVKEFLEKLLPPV
LYPLA1 inh: counter-screen for PME1 inhibitors: inhibitors of human LYPLA1. O75608. recombinant LYPLA1, FP-Rh probe fluorescence polarization. inhibition, % at 5.9 µM. hit rate 0.16% among 320,000. AID 2174;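 active = inhibition above the mean of all tested compounds plus 3 SD, set per campaign, cut at about 14% in these data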;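 also: inhibitors block serine hydrolase probe labeling of LYPLA1 so polarization falls; 0% = enzyme with DMSO and 100% = wells lacking LYPLA1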
* = called active by the depositor; / = no result given. Not all compounds are listed, so the mix of outcomes need not match the whole.

SMILES	pPAFAH FP inh	PAD4 inh	PME-1 inh	PREPL inhibitor	PAFAH1B3 inh	GSTO1 inh	PAFAH1B2 inh	LYPLA2 inh	LYPLA1 inh
CCc1noc(C)c1C(=O)NNC(=O)c1ccccc1F	-1.0	5.2	-4.5	11.3	5.6	12.5	-0.3	-7.7	-2.1
COc1ccccc1N(CC(=O)NCC1CCCO1)C(=O)Cn1nnc(-c2cccs2)n1 (centres undefined)	3.7	-6.0	1.4	5.4	7.8	5.5	0.2	0.0	-2.6
O=C1C2CC=C(Cl)CC2C(=O)N1CCC[n+]1ccccc1 (centres undefined)	1.5	4.0	0.7	15.3	5.8	-0.9	2.9	8.3	2.0
O=C1c2ccccc2C(=O)N1CCc1nn[nH]n1	-5.3	-4.5	1.1	8.6	5.1	-5.3	2.2	-6.9	-0.4
CN(C)CCCNc1c2c(nc3cc(-c4cccc(F)c4)nn13)CCC2	7.6	1.4	4.5	30.3	4.2	7.2	-2.1	8.9	0.5
CC(C)NC(=O)CC1C(=O)N(Cc2ccccc2)C(C)c2nc3ccccc3n21 (centres undefined)	2.7	0.0	-8.3	17.0	6.2	-0.8	0.3	13.3	-0.9
Cc1cc(NC(=O)CSc2ccc3nnc(-c4cccs4)n3n2)no1	6.9	1.0	-1.8	-2.8	4.3	2.5	1.2	7.5	0.1
O=C1CCCN1CN(C(=O)c1ccc2c(c1)OCO2)c1ccc(F)cc1	-3.1	0.5	1.8	1.4	6.3	4.2	4.0	0.8	1.8
CC(C)C[C@H](NC(=O)[C@@H]1Cc2ccccc2CN1C(=O)OC(C)(C)C)C(=O)NCC1CCC(C(=O)O)CC1 (some centres undefined)	2.2	0.6	-1.4	-11.7	4.2	4.3	-0.9	3.4	-1.5
COc1cc(-c2nnc(SCC(=O)NC3CCS(=O)(=O)C3)o2)cc(OC)c1OC (centres undefined)	2.7	-1.5	0.6	-1.0	1.0	11.0	-1.0	3.0	-4.6
COc1ccc(/C=N/n2c(C)cc(C)cc2=O)cc1	1.9	-1.4	-0.6	-4.8	4.2	13.5	1.4	7.2	4.8
C=CCc1ccc(OCCOc2ccc(/C=N/n3cnnc3)cc2OCC)c(OC)c1	-6.5	-6.2	-9.1	11.2	-2.6	-5.4	-5.8	-8.1	0.2
CCOC(=O)C1=C(C)N(CCCC(=O)O)C(=O)NC1C(CC)CC (centres undefined)	-3.2	0.5	2.3	2.8	10.5	1.2	11.1	-2.4	2.0
COc1ccc(CNc2nc3ccccc3n2Cc2ccccc2)cc1OC	0.9	-0.1	4.4	4.5	11.4	-1.7	1.9	2.8	-0.8
CCn1cc(C2C3=C(CC(C)(C)CC3=O)N(c3ccccc3)C3=C2C(=O)CC(C)(C)C3)c(C)n1	2.7	0.6	1.9	10.8	1.6	3.2	-1.2	0.8	3.6
COC(=O)c1ccc(COc2ccc(C)cc2[N+](=O)[O-])o1	2.0	-2.8	-2.5	-8.4	/	3.1	/	4.1	1.7
CCOCCOC(=O)NCCCCCCNC(=O)OCCOCC	2.9	0.4	-1.0	8.4	9.3	-13.0	0.9	14.8	2.5
Clc1ccc(/C=C/c2nc3ccccc3[nH]2)cc1	-2.3	-1.8	-56.9	2.5	2.9	-8.6	0.1	3.1	-3.3
Cc1ccc(NC(=O)CCn2c(=O)c3cccn3c3ccccc32)cc1C	-0.2	0.8	-4.3	-7.5	11.6	5.6	1.8	9.6	-4.3
O=[N+]([O-])c1ccc(O)c(C=Nc2cccc3ccccc23)c1	9.0	-11.4	-4.1	-6.5	10.6	51.9*	9.3	3.2	-1.1
O=C1c2cccc3cccc(c23)N1Cc1ccc(F)cc1	8.7	-1.4	-4.6	-5.0	-6.2	0.8	0.2	-0.8	-3.6
COc1ccc(C)cc1NC(=O)CN(C)S(=O)(=O)c1ccc2c(c1)CC(C)N2C(C)=O (centres undefined)	6.2	0.0	-2.9	13.9	-0.7	-0.8	-1.7	-8.4	-3.3
O=C(/C=C/c1ccccc1)Nc1cccc(C(=O)O)c1	0.5	-4.8	-8.4	11.0	12.5	-21.2	-5.5	-4.7	-3.6
CC(=O)OCCOc1nc(NC(C)C)nc(NC(C)C)n1	1.6	-2.6	4.1	-5.7	4.3	2.4	4.0	-3.5	-0.9
CCOc1ccc(Nc2nc(NCc3ccco3)nc(N)c2[N+](=O)[O-])cc1	1.6	9.5	-1.2	14.7	9.9	1.3	2.2	9.9	4.8
COc1ccc(N2CCN(C(=O)CCNS(=O)(=O)c3cccs3)CC2)cc1	-1.3	2.5	-0.1	5.5	2.2	-11.8	4.0	10.0	0.9
CCOC(=O)N1CCC(NC(=O)c2cc(C(=O)Nc3ccc(OCC)cc3)ccc2CO)CC1	3.2	-3.9	8.9	1.2	2.6	0.9	5.6	4.2	-0.2
Cc1cc2c(cc1S(=O)(=O)CCC(=O)NC1CCCCC1C)OCC(=O)N2 (centres undefined)	0.3	1.2	-1.3	-4.1	0.9	-1.8	3.0	-3.9	-9.3
O=C(CCSc1ccccc1)N1CCCC1	0.1	0.7	-1.8	18.0	3.5	5.5	3.0	-3.0	-2.2
COc1ccc(C(=O)OCCN2CCOCC2)cc1	5.7	-0.6	-1.2	1.2	-0.6	3.3	0.5	-0.5	-2.7
O=C(NC1CCCCCCC1)c1ccc2c(c1)N(Cc1ccc(F)cc1)C(=O)CS2=O (centres undefined)	-6.8	-9.9	-9.9	3.4	-10.2	-9.1	3.4	6.1	-10.0
CC(C)CN(C(=O)CN1CCN(c2ccccc2F)CC1)c1c(N)n(CC(C)C)c(=O)[nH]c1=O	-8.9	0.5	-3.5	-4.1	-10.3	-5.9	4.5	1.2	-2.5
Cc1ccc(CCN2CCN=C2Nc2ccccc2)cc1	1.8	-1.4	-0.7	-3.6	-8.7	0.6	-1.3	-4.6	-3.8
CC(C)Cn1c(N)c(C(=O)COC(=O)Cc2cccc(C(F)(F)F)c2)c(=O)n(C)c1=O	-1.1	-1.9	1.3	17.5	7.5	7.3	2.1	1.9	0.3
O=C(OCC(=O)N1CCCCC1)c1cc2ccccc2cc1O	-3.0	-5.9	2.6	31.2	7.2	3.4	1.4	2.0	-1.0
O=C(NC1CCCN(Cc2ccc(Cl)cc2)C1)c1cccc(N2CCCC2=O)c1 (centres undefined)	0.8	1.6	3.4	6.5	-5.8	-0.5	2.4	3.8	-0.5
O=C(O)CCc1nn2c3ccccc3n(Cc3ccccc3)c2nc1=O	-1.7	-3.3	-6.0	1.9	3.2	-2.2	-6.2	3.7	-2.7
CCN1CCN(C(=O)CN(CCc2ccccc2)S(C)(=O)=O)CC1	3.7	-2.0	-2.7	-1.1	8.3	-0.7	-0.5	1.3	-1.7
CCOC(=O)c1c(NC(=O)C(C)Sc2c[nH]c3ccccc23)sc2c1CCC2 (centres undefined)	2.1	-3.5	-6.5	8.3	-1.9	-5.7	1.1	-4.8	-7.8
Cc1cc(C)cc(NC(=O)CN2CCC(C(=O)c3ccccc3)CC2)c1	5.4	0.6	-4.3	-11.4	16.4	0.3	6.2	-4.2	-4.0

Brought forward from above: 3 entries, followed by the next part.
SMILES	pPAFAH FP inh	PAD4 inh	PME-1 inh	PREPL inhibitor	PAFAH1B3 inh	GSTO1 inh	PAFAH1B2 inh	LYPLA2 inh	LYPLA1 inh
CCN1CCN(C(=O)CN(CCc2ccccc2)S(C)(=O)=O)CC1	3.7	-2.0	-2.7	-1.1	8.3	-0.7	-0.5	1.3	-1.7
CCOC(=O)c1c(NC(=O)C(C)Sc2c[nH]c3ccccc23)sc2c1CCC2 (centres undefined)	2.1	-3.5	-6.5	8.3	-1.9	-5.7	1.1	-4.8	-7.8
Cc1cc(C)cc(NC(=O)CN2CCC(C(=O)c3ccccc3)CC2)c1	5.4	0.6	-4.3	-11.4	16.4	0.3	6.2	-4.2	-4.0
COc1ccc(CCNC(=O)c2cc3c(cc2Cl)N2CCCCCC2=NS3(=O)=O)cc1	0.3	6.2	2.2	20.0	2.1	1.5	7.3	5.2	0.0
Cc1cc(C(=O)OCC(=O)N2CCCCCC2)ccc1[N+](=O)[O-]	2.6	1.6	-3.2	7.1	6.6	/	4.2	-1.8	-2.0
CCOC(=O)c1c(O)c2c(n(Cc3ccco3)c1=O)CCCC2	-0.7	-0.3	-1.5	0.0	6.2	-3.0	0.1	-0.8	-0.9
CCN1CCN(C(c2cccs2)C(C)NC(=O)c2cccnc2)CC1 (centres undefined)	-0.9	-2.8	2.2	5.8	12.8	-3.0	3.8	-0.2	0.2
CCOC(=O)c1sc(=NC(=O)CCS(=O)(=O)c2ccccc2)n(C)c1C	5.6	-1.2	2.0	0.3	3.7	-1.8	-0.2	3.1	3.1
CC(C)N(Cc1nc(-c2ccc(Cl)cc2)no1)C(=O)CCC1CCCC1	2.4	-3.8	-1.2	-5.8	1.0	-2.3	0.1	4.9	3.5
CCN(c1ccccc1)S(=O)(=O)c1ccc(OC)c(NC(=O)COc2ccc(C(C)=O)cc2)c1	6.0	-0.3	14.2	4.1	5.4	-7.3	1.6	-4.4	-1.1
CC(C)(C)c1nnc(N/N=C/c2ccccc2O)n(N)c1=O	2.0	2.6	-2.5	14.5	-0.7	-1.0	-0.9	-9.2	-3.1
Cc1ccc2[nH]c3c(N4CCc5ccccc5C4)ncnc3c2c1	13.1	-0.3	30.2*	46.4*	8.8	-11.5	4.5	-11.1	-11.7
NNC(=S)Nc1ccc(C(F)(F)F)cc1Cl	3.0	5.8	0.8	2.5	0.3	8.5	7.2	0.3	1.1
Cc1c(C(=O)N(C)Cc2ccccc2)oc2ccc(S(=O)(=O)N3CCCC3)cc12	2.3	-4.4	6.2	1.4	3.9	-6.1	6.3	-0.9	-2.3
Cc1sc(NC(=O)CN(Cc2ccccc2)C(=O)C2CC2)c(C(N)=O)c1C	3.2	-1.5	-0.3	11.9	5.6	4.8	-0.5	2.4	-4.0
C=CCn1c(SCC(=O)NC2CCCc3ccccc32)nnc1-c1ccncc1 (centres undefined)	-0.2	-6.0	9.4	10.6	1.7	-0.1	1.5	2.6	0.8
COc1ccc(NC2CCCN(C(=O)c3ccc(OC)cc3OC)C2)cc1 (centres undefined)	2.0	-0.9	-0.8	2.8	-5.6	2.3	-4.3	0.8	-1.0
CCCc1cc(=O)oc2cc(OCc3ccc(OC)cc3)c(Cl)cc12	-1.7	3.2	1.2	0.4	2.9	4.3	-1.8	0.1	1.7
Cc1c([N+](=O)[O-])nnn1-c1cc(Cl)cc(Cl)c1	6.3	-2.8	1.5	2.7	4.1	1.5	1.2	-1.1	-0.4
O=[N+]([O-])c1ccc(C2CNC(c3ccccc3)O2)cc1 (centres undefined)	3.2	1.0	5.5	5.3	3.6	4.2	0.1	0.8	0.1
CCC[C@@H]1C[C@@]1(CCC)[C@@H](NC(=O)c1ccccc1)c1ccc(C(=O)OC)cc1	3.9	-3.0	-9.9	-9.0	9.5	-5.4	1.0	-12.8	-6.7
Cc1ccc(S(=O)(=O)N2CCOCC2)cc1NC(=O)COC(=O)CCn1c(C)csc1=O	2.5	3.0	2.7	5.3	2.6	1.9	-1.8	4.9	1.9
CN(C)c1ccc(/C=N/NC(=O)c2ccc(-n3cnnn3)cc2)cc1	2.7	-0.8	-4.4	5.2	6.2	/	0.5	0.7	-0.7
CC(C)Oc1cccc(C(=O)C2CCCN(C(=O)c3cc(C(F)(F)F)[nH]n3)C2)c1 (centres undefined)	1.7	-2.9	-0.8	16.2	1.6	4.5	3.0	2.4	-3.7
